# SENP7 block: SENP7 protease inhibitors, primary screen, biochemical, luminescence, uHTS; Sentrin-specific protease 7 (Homo sapiens), Q9BQF6; recombinant SENP7, Z-RLRGG-aminoluciferin luminescence, 40 min; AID 434973, 2010; 330,000 compounds, 1.5% hits; inhibition, % at 5 µM;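 active = inhibition above about 50% at the single test dose, limit read from the data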;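 note: plate controls were DMSO with enzyme for no effect and no enzyme buffer wells for full effect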
# Target sequence (Q9BQF6 706-1050 limits assumed): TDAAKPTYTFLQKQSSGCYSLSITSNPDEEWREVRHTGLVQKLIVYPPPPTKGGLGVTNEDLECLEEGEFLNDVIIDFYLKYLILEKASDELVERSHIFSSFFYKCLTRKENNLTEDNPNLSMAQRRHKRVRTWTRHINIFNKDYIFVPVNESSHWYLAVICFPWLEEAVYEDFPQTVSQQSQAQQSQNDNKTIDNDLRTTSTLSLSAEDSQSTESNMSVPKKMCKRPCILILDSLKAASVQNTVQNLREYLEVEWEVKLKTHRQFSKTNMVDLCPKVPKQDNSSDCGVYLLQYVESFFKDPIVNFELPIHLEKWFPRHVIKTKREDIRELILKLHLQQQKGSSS
# HKDC1 inhibitor: HKDC1 hexokinase inhibitors, primary screen, biochemical, fluorescence, uHTS; recombinant HKDC1, G6PDH/diaphorase resazurin coupled fluorescence; 340,000 compounds, 0.16% hits; AID 493160, 2011; Q2TB90; inhibition, % at 20 µM;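 active = inhibition above about 35% when tested at 20 µM, limit read from the data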;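 note: plate controls were DMSO wells with enzyme for no effect and DMSO wells lacking enzyme for full effect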
#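 Assay system: recombinant HKDC1 hexokinase; detection: coupled resazurin fluorescence, excitation 525 nm, emission 613 nm; benchmarks: DMSO-plus-enzyme-mix negative control, buffer-substituted positive control; compound dosing: single 20 µM dose; schedule: 90 min at room temperature in dark; also added: glucose plus 1 mM ATP as hexokinase substrates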
# PfG6PD inh: PfG6PD enzyme inhibitors, primary screen, biochemical, fluorescence intensity, uHTS. glucose-6-phosphate dehydrogenase-6-phosphogluconolactonase (Plasmodium falciparum 3D7). PfGluPho enzyme, NADPH resazurin-diaphorase fluorescence. inhibition, % at 20 µM. 350,000 compounds, 0.78% hits. AID 504690, 2011;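 active = inhibition reaching at least a set limit at 20 µM in the primary screen, cut at about 59% in these data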;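 note: 0% = DMSO wells with substrate and 100% = DMSO wells lacking glucose-6-phosphate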
# Apaf-1 inh: inhibitors of human Apaf-1 apoptosome, primary screen, biochemical, DEVD-Rh110 fluorescence, uHTS. reconstituted apoptosome caspase-3 activity. inhibition, % at 20 µM. 330,000 compounds, 0.71% hits. AID 489030, 2010; active = inhibition of at least 40% at 20 µM;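 note: plate controls were DMSO wells for no effect and DEVD-CHO caspase inhibitor wells for full effect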
#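 Assay system: Apoptosome proteins | Medium: pH 7.5 Hepes buffer with CHAPS, BSA, DTT | Also added: Cytochrome c and DEVD-Rh110 substrate | Times: 30 min plus 50 min, RT | Detection: Rhodamine 110 fluorescence at Ex 480/Em 540 nm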
# SENP6 inh: SENP6 protease inhibitors, primary screen, biochemical, luminescence, uHTS; 330,000 compounds, 1.8% hits; Recombinant SENP6 catalytic domain, aminoluciferin luminescence; inhibition, % at 10 µM; AID 2599, 2010;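 active = inhibition above about 50% at the single tested dose, limit read from the data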;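 note: plate controls were DMSO wells with enzyme for no effect and DMSO wells lacking enzyme for full effect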
# SENP1 FRET inh: human SENP1 catalytic domain inhibitors, primary screen, biochemical, FRET, uHTS | Sentrin-specific protease 1 (Homo sapiens), Q9P0U3 | 360,000 compounds, 0.21% hits | recombinant SENP1 catalytic domain, CyPet-SUMO1-YPet FRET cleavage | AID 624204, 2012 | inhibition, % at 10 µM;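 active = inhibition at least 30% at 10 µM, raw YFP signal under a set limit, fluorescence ratio 0.5 to 1.5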;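 note: 0% = enzyme with DMSO and 100% = no enzyme wells; some results filed as inactive read as strong as hits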
# Target sequence (Q9P0U3 419-644 limits assumed): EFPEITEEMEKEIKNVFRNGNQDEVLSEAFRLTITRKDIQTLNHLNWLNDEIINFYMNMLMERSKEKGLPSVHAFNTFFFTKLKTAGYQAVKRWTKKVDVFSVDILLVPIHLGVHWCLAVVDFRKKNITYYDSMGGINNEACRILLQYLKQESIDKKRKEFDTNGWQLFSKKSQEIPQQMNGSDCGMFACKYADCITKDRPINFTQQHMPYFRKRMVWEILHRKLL
#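 Assay system: hSENP1 catalytic domain, recombinant. Amount: SENP1 enzyme, 20 pM final. Schedule: 50 min reaction, RT, dark. Technique: FRET, CFP and YFP emission. Control set: no-enzyme wells low, DMSO-plus-enzyme wells high control.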
# SENP8 block-1: SENP8 protease inhibitors, primary screen, biochemical, luminescence | 330,000 compounds, 1.2% hits | Sentrin-specific protease 8 (Homo sapiens), Q96LD8 | AID 2540, 2010 | purified SENP8, Z-RLRGG-aminoluciferin cleavage | inhibition, % at 10 µM; in the data active = inhibition above about 50%
# Target sequence (Q96LD8 whole entry, looked up): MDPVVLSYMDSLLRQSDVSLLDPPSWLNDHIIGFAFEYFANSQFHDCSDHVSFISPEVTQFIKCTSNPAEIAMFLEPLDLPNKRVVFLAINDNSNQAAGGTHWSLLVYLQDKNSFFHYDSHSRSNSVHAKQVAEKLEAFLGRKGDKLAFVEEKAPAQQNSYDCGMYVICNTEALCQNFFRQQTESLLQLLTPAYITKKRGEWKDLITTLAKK
# SENP8 block-2: human SENP8 protease inhibitors, primary screen, biochemical, fluorescence, Nedd8 protein substrate, uHTS. Sentrin-specific protease 8 (Homo sapiens), Q96LD8. recombinant SENP8. inhibition, % at 20 µM. 360,000 compounds, 0.64% hits. AID 602440, 2012; in the data active = inhibition mostly above about 40%, no sharp cut-off; inactive = mostly below about 27%
# NALP3 yeast inh: NALP3 inflammasome inhibitors in reconstituted yeast, primary screen, luminescence, uHTS | Yeast reconstituted NLRP3/ASC/caspase-1, beta-gal luminescence, 24 h | inhibition, % at 10 µM | 330,000 compounds, 0.39% hits;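 active = inhibition of 50% or more; inactive = inhibition below 50%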;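 note: plate controls were induced DMSO wells for no effect and uninduced yeast grown without galactose for full effect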
# An asterisk follows results filed as active; i = inactive; nt = not tested or not shown. Outcome played no part in choosing rows. Share with any hit: about 4.1%.
molecule	SENP7 block	HKDC1 inhibitor	PfG6PD inh	Apaf-1 inh	SENP6 inh	SENP1 FRET inh	SENP8 block-1	SENP8 block-2	NALP3 yeast inh
COc1cccc(CSc2nnc(-c3ccc(F)cc3)o2)c1	-6.6	-1.3	9.4	17.6	-51.1	-0.7	-14.0	13.3	23.6
O=C(NCc1cccc(CNC(=O)C(=O)NCC2CCCO2)c1)C(=O)NCC1CCCO1 (stereo not drawn)	-12.6	-7.0	-4.4	-4.3	-4.9	-0.3	-8.9	15.7	7.8
CN(C)CCCN(Cc1ccccc1)C(=S)Nc1ccc(SC(F)F)cc1	3.0	-7.6	15.1	17.2	-14.6	2.6	-2.3	3.7	6.6
C=CCOC(=O)C(C#N)c1nc2ccccc2nc1N1CCC(C(=O)OCC)CC1 (stereo not drawn)	2.7	-1.4	-0.6	14.0	-1.0	-24.1	-3.6	-31.8	12.1
CN(CC(=O)Nc1ccc2c(c1)CCC2)CC(=O)Nc1ccccc1Br	7.5	-8.2	-4.0	13.4	-11.8	1.8	-7.3	11.2	16.6
COc1cccc(C(=O)NC(=O)Nc2nc(C)cc(C(F)(F)F)n2)c1	-6.4	4.7	24.0	10.9	-3.9	0.3	-10.3	9.3	6.5
CC1CCN(C(=O)CSc2nnc(-c3ccc(S(=O)(=O)N4CCOCC4)cc3)n2C)CC1	5.1	-4.1	-4.5	-24.3	5.5	0.8	3.7	1.4	11.1
O=C(NCC1CCCO1)c1cc(-c2ccco2)nc2ccccc12 (stereo not drawn)	-2.3	-0.7	7.3	12.4	-14.5	0.1	-9.6	i	9.1
CCCCn1c(N)c(N(CC(C)C)C(=O)CCS(=O)(=O)c2ccc(C)cc2)c(=O)[nH]c1=O	-0.7	-1.3	-10.7	0.3	3.6	-5.3	2.8	2.1	19.6
CN(Cc1ccncn1)C(=O)CC1C(=O)NCCN1Cc1cccc(Oc2ccccc2)c1 (stereo not drawn)	0.9	-3.0	3.9	4.3	-19.5	-4.5	1.4	-24.5	16.7
C[N+]1(C)CCCC(OC(=O)C(O)(c2ccccc2)c2ccccc2)C1 (stereo not drawn)	-9.0	-4.6	15.8	14.7	-8.4	-1.3	-6.2	4.0	-28.2
CCN1C(=O)/C(=C/N(C)C)c2ccccc21	-6.6	-0.8	-13.5	-1.0	-1.7	0.2	-7.9	-10.8	3.9
O=C(NCCCCCCOC1=NS(=O)(=O)c2ccccc21)C(=O)Nc1ccccc1	1.5	-5.0	4.2	7.9	-12.1	0.3	-4.7	16.9	3.9
CCn1c(C)nc2cc(C(=O)N=Nc3c(O)[nH]c4c(C)cc(C)cc34)ccc21	7.0	nt	nt	8.0	3.0	nt	2.8	nt	14.6
CN1CCCC(OC(=O)COc2ccccc2)C1 (stereo not drawn)	8.5	-3.9	-28.5	-4.7	-13.8	3.1	-3.9	18.7	10.9
Nc1[nH]n(-c2ccccc2)c(=O)c1N=Nc1ccccc1[N+](=O)[O-]	61.4*	-1.1	2.2	-1.1	-53.6	-1.1	1.9	11.1	2.1
CCNc1ccc(S(=O)(=O)N(C)C)cc1NCC(=O)Nc1ccccc1F	-8.1	-12.4	7.5	9.2	-17.7	-34.1	-12.9	16.2	0.4
Cn1nccc1C(=O)N1CCCC(Nc2ccc(F)cc2)C1 (stereo not drawn)	-8.1	0.9	-14.9	0.0	-22.3	2.6	-9.3	22.7	27.4
CCCC(O)(CCN(C)C)c1ccc(OC)cc1 (stereo not drawn)	0.3	-4.7	-1.9	3.0	-7.3	3.4	-5.7	26.5	4.9
CC(C)c1ccc(S(=O)(=O)N2CCN(C(=O)C3CCN(C(=O)c4ccc(F)cc4)CC3)CC2)cc1	-0.7	0.7	6.9	16.4	10.0	-1.7	-2.4	9.5	5.7
Cc1cc[n+](CCC(=O)O)c2ccccc12	8.3	-2.6	4.6	-32.7	-2.7	0.3	1.9	-5.6	12.0
COC(=O)c1ccc(/C=N/NC(=O)c2ccccc2Cl)cc1	-14.0	-5.5	-17.1	9.3	-23.7	3.0	-12.6	21.5	18.4
CC1=NC(C)(C)CC2CCC(O)C12 (stereo not drawn)	nt	-10.0	-7.0	nt	nt	-1.4	nt	5.7	nt
CCOC(=O)COc1cc(N2C(=O)CSCC2=O)c(Cl)cc1Cl	0.7	8.9	7.0	-16.2	-7.4	2.2	0.6	3.5	7.0
COc1ccc(NC(=S)NCC(O)c2ccccc2)c(OC)c1 (stereo not drawn)	-3.7	-10.0	-1.7	2.6	-14.7	-0.6	-11.7	16.5	6.1

# Results in SENP6 inh and HKDC1 inhibitor (four entries from above):
mol	SENP6 inh	HKDC1 inhibitor
CN(Cc1ccncn1)C(=O)CC1C(=O)NCCN1Cc1cccc(Oc2ccccc2)c1 (stereo not drawn)	-19.5	-3.0
C[N+]1(C)CCCC(OC(=O)C(O)(c2ccccc2)c2ccccc2)C1 (stereo not drawn)	-8.4	-4.6
CCN1C(=O)/C(=C/N(C)C)c2ccccc21	-1.7	-0.8
O=C(NCCCCCCOC1=NS(=O)(=O)c2ccccc21)C(=O)Nc1ccccc1	-12.1	-5.0

# (more compounds)
molecule	SENP7 block	HKDC1 inhibitor	PfG6PD inh	Apaf-1 inh	SENP6 inh	SENP1 FRET inh	SENP8 block-1	SENP8 block-2	NALP3 yeast inh
Cc1ccc(N(CC(=O)NCC2CCCO2)S(=O)(=O)c2ccccc2)c(C)c1 (stereo not drawn)	-11.3	-4.0	3.5	13.4	-31.1	0.4	-7.0	6.4	-10.5
Clc1ccccc1-c1nnc2sc(-c3cccs3)nn12	-1.3	0.2	9.6	5.9	-8.7	-0.6	5.9	4.9	10.4
COc1ccc(CCNC(=O)CCOc2cc(C)ccc2C)cc1OC	-4.5	0.7	1.1	-0.7	-7.0	0.0	3.3	12.5	16.7
O=C(COC(=O)Cc1cn2ccsc2n1)NCc1ccc2c(c1)OCO2	7.1	-5.0	-12.8	8.8	2.1	-4.0	4.6	8.4	8.9
CC(C(=O)NCC1CCCO1)n1cc([N+](=O)[O-])cn1 (stereo not drawn)	-1.1	-8.5	-5.5	-0.8	-25.6	0.4	-3.5	17.5	-3.4
Cc1onc(-c2ccccc2)c1C(=O)N/N=C/c1cc2c(cc1Cl)OCO2	8.0	-0.4	4.6	6.8	-3.6	1.5	-2.2	-18.8	-1.4
CCOC(=O)C1C(c2ccccc2)NC(=S)NC1(C)O (stereo not drawn)	6.9	-3.2	4.4	-15.7	-1.4	0.2	-4.0	25.1	3.6
COc1ccccc1-c1nc(C#N)c(N2CCN(c3cccc(Cl)c3)CC2)o1	-9.6	-4.5	7.6	4.7	-6.5	1.7	-6.9	-349.9	9.6
O=C(COc1ccc2ccc(=O)oc2c1)Nc1ccc(N2CCCCC2)cc1	-5.3	-5.7	6.1	46.6*	-14.8	-32.9	-0.2	i	22.2
CC(C)=C1C2CCC1C(C(=O)NCc1ccccc1)C2C(=O)O (stereo not drawn)	-8.8	4.7	29.9	10.0	-28.4	-1.4	-3.6	1.3	11.4
Cc1c(OC(C)C(=O)N[C@@H](Cc2ccccc2)C(=O)O)ccc2c3c(c(=O)oc12)CCCC3 (stereo partly drawn)	12.3	-1.4	2.1	6.5	-17.4	-59.0	-14.0	-147.7	0.8
Nc1c(CO)nnn1-c1ccccc1	4.7	-15.9	-11.9	1.7	-4.6	-4.1	0.6	12.0	15.7
Cn1c(CN2CCCCC2)nc2cc(NC(=O)c3ccc(F)cc3)ccc21	0.4	10.8	2.8	2.3	-0.9	-6.5	-3.7	-16.1	10.9
CC(=O)c1cccc(OCC(O)CN2CCN(C(=O)c3ccco3)CC2)c1 (stereo not drawn)	2.4	-5.2	-5.8	4.1	1.9	1.4	-2.3	13.8	17.5
Cc1ccc(C(=O)N/N=C2\CCCc3ccccc32)c(C)c1	3.3	-8.0	0.1	8.9	2.8	0.0	-3.0	13.4	13.1
CN(C)c1c(F)cc(C(=O)NCc2ccccc2)cc1F	8.1	-3.5	-12.8	-1.1	-11.6	2.0	-4.6	6.5	24.7
CC(C)N(C(=O)CN1CCN(S(=O)(=O)c2ccc(Br)s2)CC1)C(C)C	-0.3	-8.5	-13.2	5.9	-16.6	1.3	-7.5	18.2	12.2
CSc1nc2ccc(S(=O)(=O)N(C)C)cc2s1	-7.5	-1.1	-8.1	-3.5	1.2	0.8	1.6	3.3	46.8
O=C(CCCCn1c(=O)[nH]c2ccsc2c1=O)NCCc1ccccc1	5.8	-5.1	5.6	-14.2	-20.6	-3.8	-3.2	16.6	-0.9

# A stretch from the list above, for reference:
molecule	SENP7 block	HKDC1 inhibitor	PfG6PD inh	Apaf-1 inh	SENP6 inh	SENP1 FRET inh	SENP8 block-1	SENP8 block-2	NALP3 yeast inh
CC(=O)c1cccc(OCC(O)CN2CCN(C(=O)c3ccco3)CC2)c1 (stereo not drawn)	2.4	-5.2	-5.8	4.1	1.9	1.4	-2.3	13.8	17.5
Cc1ccc(C(=O)N/N=C2\CCCc3ccccc32)c(C)c1	3.3	-8.0	0.1	8.9	2.8	0.0	-3.0	13.4	13.1
CN(C)c1c(F)cc(C(=O)NCc2ccccc2)cc1F	8.1	-3.5	-12.8	-1.1	-11.6	2.0	-4.6	6.5	24.7
CC(C)N(C(=O)CN1CCN(S(=O)(=O)c2ccc(Br)s2)CC1)C(C)C	-0.3	-8.5	-13.2	5.9	-16.6	1.3	-7.5	18.2	12.2
CSc1nc2ccc(S(=O)(=O)N(C)C)cc2s1	-7.5	-1.1	-8.1	-3.5	1.2	0.8	1.6	3.3	46.8
O=C(CCCCn1c(=O)[nH]c2ccsc2c1=O)NCCc1ccccc1	5.8	-5.1	5.6	-14.2	-20.6	-3.8	-3.2	16.6	-0.9

# High-throughput results as filed in PubChem BioAssay.
